Tn6 DDE FP: disrupts Tn6 cyclic peptide binding to fibrin D-Dimer-E complex | P02675 | Fibrin DD(E) TRITC-Tn6 fluorescence polarization displacement | inhibition, % at 8.3 µM | 370,000 compounds, 0.21% hits | AID 720509;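 active = inhibition above a per-campaign cutoff: mean of compounds within control limits plus 3 SD, cut at about 15% in these data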;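 note: 0% = median of all compound wells on the plate and 100% = blocking peptide control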
rCAG RNA binder: r(CAG) repeat RNA binding | TO-PRO-1 dye displacement fluorescence | inhibition, % at 3 µM | 370,000 compounds, 1.3% hits;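 active = inhibition above the plate cutoff, the mean of all test compounds on that plate plus 3 SD, cut at about 35% in these data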;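 note: 0% = DMSO alone and 100% = 100 µM mitoxantrone as full dye displacement; higher means more dye released from RNA so lower well fluorescence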
NPR2 activator: GC-B (human) receptor activation; P20594; HEK293-GC-B cells, CNP EC30, cGMP TR-FRET; 0% at EC30 CNP, 100% saturating CNP; activation, % at 10 µM; 370,000 compounds, 0.11% hits;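 active = activation at 10 µM reaching about 35% in either raw or pattern-adjusted values, limit read from the data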
proKLK7 act: activates the human kallikrein-7 zymogen; P49862; purified proKLK7, EDANS-DABCYL substrate fluorescence; 100% is mature enzyme control, 0% vehicle; activation, % at 7 µM; 370,000 compounds, 0.9% hits; AID 652039;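 active = activation above the mean of all tested compounds plus 3 SD, computed per campaign excluding outliers beyond control limits, cut at about 13% in these data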
ADAM10 inh: ADAM10 inhibition, QFRET primary screen | O14672 | recombinant ADAM10, EDANS/DABCYL FRET peptide cleavage, 3 h | inhibition, % at 7 µM | 370,000 compounds, 0.62% hits;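 active = inhibition above a per-campaign cutoff equal to the mean of compounds falling between control-based bounds plus 3 SD, cut at about 20% in these data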;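 note: 0% = DMSO wells while the 100% control is not disclosed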
GAA850 FXN act: activators of GAA850 frataxin (FXN) promoter | activation, % at 6 µM | 360,000 compounds, 0.56% hits | HEK293 lucGAA850 FXN promoter luciferase reporter, 24 h; percent of 10 µM SAHA response;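 active = activation above the average of all compounds screened plus 3 SD, cutoff fixed separately per campaign, cut at about 7.5% in these data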;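 note: 0% = DMSO wells and 100% = 10 µM SAHA wells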
ASAP1 GAP inh: ASAP1 ArfGAP inhibition; Q9ULH1; ASAP1-stimulated ARF1 GTP hydrolysis, GDP FP detection; inhibition, % at 16.5 µM; 360,000 compounds, 0.19% hits; AID 624377; in the data active = inhibition above about 25%;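 note: 0% = vehicle with enzyme and substrate and 100% = no enzyme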
NPR1 activator: GC-A (human) enzyme activation. activation, % at 10 µM. HEK293 GC-A cells, cGMP TR-FRET, EC30 ANP; 0% at EC30 ANP, 100% saturating ANP. P16066. AID 1671463. 370,000 compounds, 0.14% hits; in the data active = activation above about 40%
sPLA2-III inh: Inhibits HGIII-sPLA2 liposome hydrolysis, primary screen; Q9NZ20; AID 743126; QFRET BODIPY PC-A2 liposome hydrolysis, fluorescence; inhibition, % at 12.2 µM; 370,000 compounds, 0.56% hits;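 active = inhibition above mean plus 3 SD of compounds lying within the high and low control bounds, cut at about 19% in these data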;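 note: 0% = median of test compound wells and 100% = no enzyme DMSO wells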
Target sequence (Q9NZ20 whole entry, looked up): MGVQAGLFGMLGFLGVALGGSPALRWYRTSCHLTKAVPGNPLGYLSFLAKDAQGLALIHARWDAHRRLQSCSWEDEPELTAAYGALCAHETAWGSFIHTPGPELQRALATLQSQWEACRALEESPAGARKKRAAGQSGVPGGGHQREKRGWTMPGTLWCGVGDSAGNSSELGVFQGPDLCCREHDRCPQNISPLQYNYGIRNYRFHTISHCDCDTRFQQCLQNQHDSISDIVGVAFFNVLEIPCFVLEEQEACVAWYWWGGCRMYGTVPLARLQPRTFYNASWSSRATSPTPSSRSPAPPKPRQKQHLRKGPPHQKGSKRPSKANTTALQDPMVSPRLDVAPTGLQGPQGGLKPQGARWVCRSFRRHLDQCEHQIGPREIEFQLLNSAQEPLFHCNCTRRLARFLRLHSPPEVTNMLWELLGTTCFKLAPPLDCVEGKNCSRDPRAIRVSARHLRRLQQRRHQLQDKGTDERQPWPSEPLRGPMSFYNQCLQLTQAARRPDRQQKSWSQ
ARFGAP1 inh: inhibits rat ARF GTPase activating protein 1; Arfgap1-stimulated ARF1 GTP hydrolysis, GDP FP detection; inhibition, % at 16.5 µM; 360,000 compounds, 0.26% hits;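 active = inhibition above a per-plate limit, mean inhibition of low control wells plus 3 SD, cut at about 25% in these data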;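 note: 0% = DMSO wells with enzyme and 100% = wells lacking Arfgap1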
Target sequence (Q62848 1-136 limits assumed): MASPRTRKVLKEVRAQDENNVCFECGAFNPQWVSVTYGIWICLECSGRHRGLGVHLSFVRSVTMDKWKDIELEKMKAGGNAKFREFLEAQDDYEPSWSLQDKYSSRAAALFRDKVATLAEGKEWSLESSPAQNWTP
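Material: truncated rat Arfgap1 GAP domain; Incubation: compound-enzyme preincubation 20 min, reaction 120 min, detection 60 min, 25 °C; Read-out: percent inhibition of Arfgap1-stimulated GTP hydrolysis; Technique: FP, GDP Alexa 633 tracer displaced from anti-GDP antibody, 620/688 nm; Controls: No-Arfgap1 wells (100%) versus DMSO full-reaction wells (0%); Replication: single well per compound.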
Active calls of the source: *.

[1] O=C(OCC#CCSc1nnc(-c2ccncc2)o1)c1sc2ccccc2c1Cl
[2] Cc1cc(NC(=O)c2ccc3c(c2)OCCO3)ccc1NC(=O)c1ccco1
[3] Cc1cc(C)c2c(c1)/C(=N/NS(=O)(=O)c1ccc(Br)cc1)CCC2
[4] CCCC(=O)Nc1cc(C)c(NC(=O)c2ccccn2)cn1
[5] COCCNc1nnc(SC(C)C(=O)Nc2c(C)n(C)n(-c3ccccc3)c2=O)s1 (stereo not drawn)
[6] CC(C)c1nc(-c2ccccc2)c(-c2ccccc2)[nH]1
[7] COc1ccc(/C=C2/N=C(SCC(=O)Nc3cc(C)on3)N(c3ccccc3)C2=O)cc1
[8] Cc1csc(SC(C)c2nc3scc(-c4ccccc4)c3c(=O)[nH]2)n1 (stereo not drawn)
[9] CC(/C=C1\SC(=S)N(C(C(=O)O)c2ccccc2)C1=O)=C\c1ccccc1 (stereo not drawn)
[10] Fc1cccc(CN2CCN(c3nc4nonc4nc3NC3CC3)CC2)c1

Compound	1	2	3	4	5	6	7	8	9	10
Tn6 DDE FP	2.5	-6.9	-0.1	-1.9	-2.1	6.7	0.1	-2.4	-4.9	2.1
rCAG RNA binder	5.0	-3.4	12.1	-1.5	-1.1	-6.0	2.3	-0.3	17.0	-0.6
NPR2 activator	-4.3	0.0	-0.4	-0.3	4.0	-3.7	-2.4	2.9	-3.3	3.1
proKLK7 act	0.2	-0.2	-0.1	-0.2	0.5	2.0	-0.5	-0.2	0.0	0.5
ADAM10 inh	10.5	2.7	2.9	0.7	-0.5	-12.7	-0.2	0.8	7.4	-11.9
GAA850 FXN act	-0.1	5.1	1.1	1.4	-0.2	0.1	1.5	-0.1	0.5	-7.0
ASAP1 GAP inh	-17.8	7.7	10.6	4.2	-13.3	5.2	-14.9	6.6	-14.7	6.0
NPR1 activator	-7.0	-3.7	-0.2	2.6	1.6	-18.1	1.9	-6.2	-9.8	-3.0
sPLA2-III inh	2.7	2.8	3.9	-4.7	1.3	-0.8	-3.5	-1.2	-16.9	-3.1
ARFGAP1 inh	-0.9	5.1	16.5	5.7	0.8	-10.1	2.2	9.2	8.2	6.2

[11] CC1CCCC(C)N1C(=O)CN1CCN(c2nc(-c3ccc(F)cc3)cs2)CC1 (stereo not drawn)
[12] COc1ccccc1NS(=O)(=O)c1cccc(C(=O)NNC(=O)c2ccc(O)c(Cl)c2)c1
[13] COc1ccc(C(=O)Nc2nc3ccccc3[nH]2)cc1OC
[14] CC(C)C[C@@H](CN1C(N)=NC[C@@H]1C)NC(=O)CC12CC3CC(CC(C3)C1)C2
[15] COc1ccc(S(=O)(=O)NC2CC2)cc1Br
[16] Cn1c(N)c(C(=O)COC(=O)COc2ccc(Cl)cc2Cl)c(=O)n(C)c1=O
[17] C#CC(=O)CC1(CN(Cc2ccccc2)C(=O)OC(C)(C)C)CCCCC1
[18] CCCCCn1c(CNC(=O)COC)nc2ccccc21
[19] O=C(CSc1nc2cc3ccccc3cc2[nH]1)Nc1ccc(F)cc1
[20] COc1ccc(CNS(=O)(=O)CCNC(=O)c2ccc3c(c2)OCO3)cc1

Compound	11	12	13	14	15	16	17	18	19	20
Tn6 DDE FP	-4.3	10.3	4.3	3.8	-3.5	4.0	2.6	3.5	3.7	-5.1
rCAG RNA binder	-3.9	7.8	0.7	4.1	3.3	-0.3	1.4	-4.3	18.9	-5.2
NPR2 activator	0.1	0.8	2.4	3.7	-0.7	5.1	-23.5	-1.5	-13.0	5.3
proKLK7 act	0.7	-0.1	0.1	0.2	0.4	-0.6	0.0	0.3	0.6	-0.1
ADAM10 inh	1.5	-11.3	6.6	-11.6	5.8	-1.1	0.2	-2.5	15.9	-12.6
GAA850 FXN act	-4.3	1.0	0.8	1.2	1.1	1.5	1.4	1.5	-0.7	1.6
ASAP1 GAP inh	0.7	-13.4	0.7	0.6	6.6	-3.7	-3.9	-3.8	1.0	-15.1
NPR1 activator	1.8	4.5	5.3	1.3	-1.1	9.7	-13.6	-3.8	-3.6	-1.1
sPLA2-III inh	0.1	-5.7	2.5	7.5	0.7	4.9	-0.6	0.4	-22.6	1.8
ARFGAP1 inh	-11.4	-6.6	13.2	-0.1	-8.5	-4.0	-9.1	-12.6	-5.0	-3.9

[21] CCOC(=O)/C=C1\SCC(=O)N1CC(=O)NC(C)C
[22] Cc1cc(N2CCN(C)CC2)nc2ccc(NC(=O)c3ccc(Br)o3)cc12
[23] COc1ccc(NC(=S)Nc2cnc3ccccc3c2)c(OC)c1
[24] CCN(CC)C(=O)CSc1nc(O)cc(=O)n1CC
[25] CC(=O)c1ccc(COC(=O)c2cc3ccccc3oc2=O)cc1

Compound	21	22	23	24	25
Tn6 DDE FP	-5.5	2.1	1.4	-3.0	1.6
rCAG RNA binder	8.4	-2.0	-1.0	-0.9	-3.2
NPR2 activator	11.6	7.5	-0.8	2.2	-8.8
proKLK7 act	0.6	-0.2	5.0	0.7	0.2
ADAM10 inh	-2.5	-9.0	-78.2	-0.9	-56.3
GAA850 FXN act	-0.1	3.9	-0.2	-0.4	5.0
ASAP1 GAP inh	18.4	3.8	-1.1	-8.8	-7.3
NPR1 activator	-4.0	13.9	2.2	5.4	0.6
sPLA2-III inh	14.5	-3.1	2.6	4.1	-2.8
ARFGAP1 inh	14.2	14.0	6.1	3.8	3.1
